# Screens as filed in PubChem BioAssay.
# SENP1 FRET inh: inhibitors of human SENP1 SUMO protease catalytic domain; recombinant SENP1 catalytic domain, CyPet-SUMO1-YPet FRET cleavage; inhibition, % at 10 µM; 360,000 compounds, 0.21% hits; AID 624204;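 active means inhibition at least 30% at 10 µM, raw YFP signal under a set limit, fluorescence ratio 0.5 to 1.5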;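 further: 0% = enzyme with DMSO and 100% = no enzyme wells; some results filed as inactive read as strong as hits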
# Target sequence (Q9P0U3 419-644 limits assumed): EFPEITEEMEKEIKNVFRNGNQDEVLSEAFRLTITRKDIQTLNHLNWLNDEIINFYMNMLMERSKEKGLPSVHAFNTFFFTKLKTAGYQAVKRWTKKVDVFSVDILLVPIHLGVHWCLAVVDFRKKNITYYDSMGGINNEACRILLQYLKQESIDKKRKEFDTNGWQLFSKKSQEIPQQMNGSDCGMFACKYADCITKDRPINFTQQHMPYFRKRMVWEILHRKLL
#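 System: Recombinant human SENP1 catalytic domain, His6-tagged | Incubation: Enzyme reaction for 50 min at room temperature, dark | Medium: Tris pH 8 with BME, BSA, NP40 and catalase | Also added: 25 nM SUMO1 FRET substrate | Compound: 10 µM single point, 0.5% DMSO | Measured by: FRET fluorescence in CFP and YFP emission channels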
# SENP8 block-1: inhibitors of human SENP8 protease; inhibition, % at 20 µM; Q96LD8; 360,000 compounds, 0.64% hits; AID 602440; recombinant SENP8, Nedd8 substrate fluorescence; in the data active means inhibition mostly above about 40%, no sharp cut-off; inactive means mostly below about 27%
# Target sequence (Q96LD8 whole entry, looked up): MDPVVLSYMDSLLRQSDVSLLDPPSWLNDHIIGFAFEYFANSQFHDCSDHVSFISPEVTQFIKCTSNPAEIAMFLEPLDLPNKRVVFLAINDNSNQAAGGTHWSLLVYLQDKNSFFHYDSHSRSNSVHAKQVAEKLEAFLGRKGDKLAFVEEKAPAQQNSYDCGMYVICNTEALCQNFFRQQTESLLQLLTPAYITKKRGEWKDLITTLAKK
# SENP7 block: blocks the human protease SENP7. recombinant SENP7, Z-RLRGG-aminoluciferin luminescence, 40 min. inhibition, % at 5 µM. 330,000 compounds, 1.5% hits. AID 434973;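 active means inhibition above about 50% at the single test dose, limit read from the data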;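 further: plate controls were DMSO with enzyme for no effect and no enzyme buffer wells for full effect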
# Target sequence (Q9BQF6 706-1050 limits assumed): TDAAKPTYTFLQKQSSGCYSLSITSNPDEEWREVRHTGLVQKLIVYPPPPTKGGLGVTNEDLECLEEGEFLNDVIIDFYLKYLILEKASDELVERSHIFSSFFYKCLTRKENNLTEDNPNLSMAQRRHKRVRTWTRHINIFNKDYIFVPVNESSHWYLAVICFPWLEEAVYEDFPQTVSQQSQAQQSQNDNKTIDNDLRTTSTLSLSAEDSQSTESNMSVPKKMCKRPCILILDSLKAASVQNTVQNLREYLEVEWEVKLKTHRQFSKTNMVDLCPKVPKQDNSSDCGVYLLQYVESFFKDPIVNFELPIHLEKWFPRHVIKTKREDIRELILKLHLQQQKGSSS
# SENP8 block-2: inhibitors of human SENP8 protease; Q96LD8; inhibition, % at 10 µM; purified SENP8, Z-RLRGG-aminoluciferin cleavage, luminescence; AID 2540; 330,000 compounds, 1.2% hits; in the data active means inhibition above about 50%
# SENP6 block: inhibitors of human SENP6 protease | Q9GZR1 | 330,000 compounds, 1.8% hits | inhibition, % at 10 µM | Recombinant SENP6 catalytic domain, aminoluciferin luminescence;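 active means inhibition above about 50% at the single tested dose, limit read from the data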;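 further: plate controls were DMSO wells with enzyme for no effect and DMSO wells lacking enzyme for full effect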
# Apaf1 inhib: human Apaf-1 inhibition; reconstituted apoptosome caspase-3 activity, DEVD-Rh110 fluorescence; inhibition, % at 20 µM; 330,000 compounds, 0.71% hits; active means inhibition of at least 40% at 20 µM;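 further: plate controls were DMSO wells for no effect and DEVD-CHO caspase inhibitor wells for full effect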
#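 Assay system: Apoptosome proteins | Medium: pH 7.5 Hepes buffer with CHAPS, BSA, DTT | Also added: Cytochrome c and DEVD-Rh110 substrate | Times: 30 min plus 50 min, RT | Detection: Rhodamine 110 fluorescence at Ex 480/Em 540 nm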
# PfG6PD inh: PfG6PD (Plasmodium falciparum) enzyme inhibition. PfGluPho enzyme, NADPH resazurin-diaphorase fluorescence. inhibition, % at 20 µM. 350,000 compounds, 0.78% hits. AID 504690;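 active means inhibition reaching at least a set limit at 20 µM in the primary screen, cut at about 59% in these data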;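 further: 0% = DMSO wells with substrate and 100% = DMSO wells lacking glucose-6-phosphate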
# HKDC1 inh: inhibitors of human hexokinase HKDC1 | 340,000 compounds, 0.16% hits | recombinant HKDC1, G6PDH/diaphorase resazurin coupled fluorescence | inhibition, % at 20 µM | Q2TB90 | AID 493160;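 active means inhibition above about 35% when tested at 20 µM, limit read from the data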;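 further: plate controls were DMSO wells with enzyme for no effect and DMSO wells lacking enzyme for full effect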
#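 Test system: HK5 enzyme. Quantity: 5 µg/mL HK5 final. Reagent: glucose and ATP substrates. Schedule: 90 min reaction incubation at room temperature, dark. Technique: resazurin-to-resorufin fluorescence via G6PDH and diaphorase coupling, 525/613 nm. Control set: DMSO wells with and without enzyme mix.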
# Starred values were filed as active, the others as inactive; . = not tested or not shown.
SMILES | SENP1 FRET inh | SENP8 block-1 | SENP7 block | SENP8 block-2 | SENP6 block | Apaf1 inhib | PfG6PD inh | HKDC1 inh
N#Cc1nc(-c2ccco2)oc1NCCCN1CCOCC1 | -2 | -336 | -7 | -3 | -2 | -19 | -3 | -9
Cc1ccc(NS(=O)(=O)c2ccc(NC(=O)c3cccs3)cc2)c(C)c1 | 3 | 11 | 4 | 3 | -20 | 13 | -3 | -6
O=[N+]([O-])c1cc(-c2cccnc2)n[nH]1 | 1 | 21 | . | . | . | . | -2 | -5
O=C(O)Cc1coc2cc3c(cc12)CCC3 | -3 | -1 | -7 | -3 | 6 | -11 | -1 | -1
CCn1nnnc1NCc1ccc(Cl)cc1 | 2 | 5 | 4 | 7 | -5 | -3 | -24 | 0
C=CCn1cc(C(=O)NCc2cccnc2)c(=O)c2cc(S(=O)(=O)N(CC)CC)ccc21 | 2 | -4 | -18 | -21 | -23 | 6 | -1 | -6
CC1CCN(C(=O)c2[nH]cnc2C(=O)N(C)Cc2ccccc2)CC1 | -1 | 9 | -4 | 3 | -19 | -8 | 6 | 2
Cc1cc(NC(=O)Cn2nnc(-c3ccccc3N)n2)no1 | -4 | 9 | 4 | -4 | -9 | -3 | -2 | -7
CCCNC(=O)c1cc2nc(-c3ccccc3)cc(C(F)(F)F)n2n1 | -4 | -293 | -2 | -8 | 6 | 3 | -11 | 18
O=C(CSCC(=O)NC1CC1)Nc1ccccc1 | 0 | 3 | 4 | 3 | -11 | -4 | -10 | -5
CC(=O)Nc1ccc(S(=O)(=O)Nc2ccc(S(=O)(=O)N3CCCC3)cc2)cc1 | 0 | 13 | 8 | -2 | 0 | -30 | -34 | -11
COC(=O)CNS(=O)(=O)c1ccc(C)cc1 | -1 | 16 | -2 | -5 | -11 | 1 | 5 | -2
O=C(CSC(=S)N1CCCC1)NCC(=O)Nc1ccc(F)c(F)c1 | 1 | 10 | -9 | -16 | -8 | 8 | -14 | -6
CCOC(=O)C1=C(CN2CCCCCC2)NC(=O)NC1c1cccc([N+](=O)[O-])c1 (stereo not drawn) | 0 | 19 | -1 | 3 | -5 | 1 | 10 | 1
Nc1nc(Nc2ccccc2F)nc(NC2CCCCC2)c1[N+](=O)[O-] | 1 | 27 | -12 | -8 | -1 | 32 | 3 | 4
Cc1cc(C(=O)NNS(=O)(=O)c2cccc(Cl)c2)nn1C(C)(C)C | 1 | 18 | 5 | -2 | -12 | -17 | -7 | 1
CC(=O)Nc1ccc(S(=O)(=O)NCc2csc(-c3cccnc3)n2)cc1 | -1 | 9 | 5 | -14 | -45 | -1 | -4 | -3
CC(C(=O)NC1CCCC1)N1C(=O)c2cccc3cccc1c23 (stereo not drawn) | -17 | -356 | -10 | -2 | -13 | 20 | 12 | 6
O=C(Nc1ccc(F)cc1)c1ccc(COc2ccccc2)cc1 | 3 | 1 | 20 | 7 | 2 | -24 | 6 | -10
CC(C)CCNc1nc2c(c(=O)[nH]c(=O)n2C)n1CC(O)COC(C)C (stereo not drawn) | 1 | 27 | 2 | 6 | -17 | -20 | -5 | -2
COc1ccc(CN2CCNC(=O)C2CC(=O)N2CCCCO2)c(OC)c1 (stereo not drawn) | -1 | -2 | -9 | -5 | -3 | -2 | 26 | -11
Nc1ncnc2c1nc(SCCO)n2Cc1ccccc1 | 0 | 10 | 2 | 7 | 4 | -7 | -7 | -4
CN(C)C(/C=C/Nc1cccc(Br)c1)=C(C#N)C#N | 2 | 4 | 3 | 1 | -7 | 18 | -9 | -3
Cn1c(=O)c2c(nc(N3CCCCCC3)n2CC(O)COc2ccc(Cl)cc2)n(C)c1=O (stereo not drawn) | 1 | 17 | 0 | -2 | -1 | 16 | -7 | 7
COc1ccc(CC(=O)Nc2nnc(C(C)C)s2)cc1 | 2 | 7 | . | . | . | . | 5 | 0
COc1ccc(OC)c(-c2csc(NC(=O)c3ccc4c(c3)OCO4)n2)c1 | -2 | -94 | -3 | 6 | 0 | -11 | 19 | -6
N#Cc1ccc(C(=O)NNC(=O)c2ccncc2)cc1 | 2 | 1 | -2 | 8 | -6 | -17 | 12 | -7
COc1ccc(C(=O)NC(=S)N(C)C2CCCCC2)cc1 | 2 | 3 | -9 | 4 | 3 | -1 | 8 | 2
CCOC(=O)Cc1csc(/N=C/c2c(O)n(-c3ccc(C)c(C)c3)c(=O)c3ccccc23)n1 | -26 | -424 | -3 | 8 | 10 | -2 | -1 | 11
O=C1NC(=O)/C(=C\c2ccc(Oc3ccc([N+](=O)[O-])cn3)cc2)S1 | 1 | 12 | -5 | -12 | 12 | 0 | -13 | 4

# Arranged by value in SENP1 FRET inh (lowest first): some entries from above
Compound | SENP1 FRET inh
Cc1cc(NC(=O)Cn2nnc(-c3ccccc3N)n2)no1 | -4
O=[N+]([O-])c1cc(-c2cccnc2)n[nH]1 | 1
N#Cc1ccc(C(=O)NNC(=O)c2ccncc2)cc1 | 2

# Remaining list, next part:
SMILES | SENP1 FRET inh | SENP8 block-1 | SENP7 block | SENP8 block-2 | SENP6 block | Apaf1 inhib | PfG6PD inh | HKDC1 inh
Cc1ccccc1-n1nnnc1SCc1ncc(-c2ccccc2)o1 | -6 | -3 | -8 | -7 | 2 | 19 | -4 | 5
O=C(CN(CC1CCCO1)C(=O)CNS(=O)(=O)c1ccc(Cl)cc1)NCC1CCCO1 (stereo not drawn) | -1 | 0 | 1 | -1 | -40 | -10 | 3 | -10
CCOC(=O)CN1C(=O)N[C@@H](c2ccc(Br)cc2)C(C(=O)OC)=C1C | -3 | 14 | -12 | -22 | -22 | 7 | -20 | 1
O=[N+]([O-])c1ccc(Nc2nc(Cl)nc(NCCO)n2)cc1 | 1 | 24 | 6 | -2 | -11 | -6 | 32 | -1
CCN(Cc1ccccc1)c1ccc(N=Nc2nn(C)c(C)c2[N+](=O)[O-])cc1 | 5 | 39 | -4 | 3 | -32 | 3 | 29 | -2
O=C(Nc1ccc(Cl)c(Cl)c1)N1CCOCC1 | 0 | 13 | 6 | -1 | 2 | 8 | -1 | -3
COc1ccccc1-n1nnnc1SCC(=O)N(C)C1CCS(=O)(=O)C1 (stereo not drawn) | 1 | 6 | -5 | -11 | -19 | 23 | 3 | -7
CN1CCN(c2nc3ccccc3nc2C(C#N)S(=O)(=O)c2ccccc2)CC1 (stereo not drawn) | . | . | 2 | -2 | -27 | -13 | 4 | 3
CCOC(=O)CC(=O)CSc1nc(N)c(C#N)c(-c2ccc(Cl)cc2)c1C#N | 0 | -136 | -6 | 0 | 4 | 7 | -11 | -2
Cc1ccc(C2=NN(CC(=O)NCCN(CC(C)C)CC(C)C)C(=O)CC2)cc1 | 2 | 16 | 0 | 4 | -12 | 10 | 15 | -1
CCc1c(C)nc2ncnn2c1Nc1ccccc1C | 3 | 6 | -7 | 0 | 14 | -6 | -11 | 3
Cc1ccc(C)c(C(=O)NC(C)c2ccc(-n3ccnc3)cc2)c1 (stereo not drawn) | 0 | 2 | -3 | -8 | -13 | 10 | -3 | -9
CCC(C)NC(=O)C1CCN(S(=O)(=O)N2CCOCC2)CC1 (stereo not drawn) | 4 | 10 | -2 | -2 | -25 | -5 | 0 | -6
O=C(CCCn1c(=O)[nH]c2ccccc2c1=O)NCCSCc1ccccc1 | 0 | 5 | 1 | -1 | -17 | -11 | -9 | 6
NC(=O)c1ccc(N2CCCCC2)c(N2C(=O)C3CC=CCC3C2=O)c1 (stereo not drawn) | 2 | 1 | -5 | -6 | -17 | 14 | -13 | -3

# Other entries
SMILES,SENP1 FRET inh,SENP8 block-1,SENP7 block,SENP8 block-2,SENP6 block,Apaf1 inhib,PfG6PD inh,HKDC1 inh
COc1ccc(N2CCN(C(CNS(=O)(=O)c3ccc4c(c3)OCCO4)c3ccco3)CC2)cc1 (stereo not drawn),1,11,0,-4,-2,-2,16,-19
COc1ccc(CNc2cccc3[nH]c(C(F)(F)F)nc23)cc1,-3,-19,-1,-2,-15,11,20,17
O=[N+]([O-])c1cccc(C=Nc2cc3c(cc2Br)OCCO3)c1,0,10,.,.,.,.,9,3
Cc1ccc(OCC(=O)O)c(-n2nc3ccccc3n2)c1,2,-365,-5,-14,-29,7,-14,-3
COc1ccc(OC)c(NC(=O)Nc2c(O)ccc3ccccc23)c1,-11,-179,0,4,1,2,53,17
N#CC1(c2c(O)nc3n(c2=O)CCCS3)CCCCC1,-4,-10,-5,-9,-16,-6,-9,-6
COc1cc(C(=O)NCCCn2ccnc2)cc(OC)c1OC,1,11,-3,5,-5,-13,-7,-11
Cc1ccc(NC(=O)c2nc[nH]c2C(=O)NCc2ccccc2)cc1,-1,13,3,1,4,20,10,0
COc1ccc(/C=C/C(=O)OCC(=O)NC(C)CCc2ccccc2)cc1OC (stereo not drawn),2,-328,1,5,0,1,-1,-3
Cc1ccc2nc(C)c(C(=O)N/N=C/c3ccc(N4CCOCC4)cc3)cc2c1,4,-1,-3,-1,-20,-1,12,9
CC(=O)c1cccc(OCc2cc(C(=O)NC(C)Cc3cccnc3)no2)c1 (stereo not drawn),1,8,3,4,10,12,-1,-3
CC(C)COC(=O)Nc1nnc(Cc2ccccc2)s1,0,24,3,4,-12,20,23,3
O=C(O)COCC(=O)Nc1ccc2c(c1)CCC2,-7,1,-3,-5,-4,-17,1,-5
Nn1c(SCC(=O)Nc2ccc(F)cc2)nnc1C1CCCCC1,1,19,0,-5,-2,-12,-8,-3

# Grouped by structure, those above with a nitro group on carbon
SMILES,SENP1 FRET inh,SENP8 block-1,SENP7 block,SENP8 block-2,SENP6 block,Apaf1 inhib,PfG6PD inh,HKDC1 inh
O=[N+]([O-])c1cc(-c2cccnc2)n[nH]1,1,21,.,.,.,.,-2,-5
CCOC(=O)C1=C(CN2CCCCCC2)NC(=O)NC1c1cccc([N+](=O)[O-])c1 (stereo not drawn),0,19,-1,3,-5,1,10,1
Nc1nc(Nc2ccccc2F)nc(NC2CCCCC2)c1[N+](=O)[O-],1,27,-12,-8,-1,32,3,4
O=C1NC(=O)/C(=C\c2ccc(Oc3ccc([N+](=O)[O-])cn3)cc2)S1,1,12,-5,-12,12,0,-13,4
O=[N+]([O-])c1ccc(Nc2nc(Cl)nc(NCCO)n2)cc1,1,24,6,-2,-11,-6,32,-1
CCN(Cc1ccccc1)c1ccc(N=Nc2nn(C)c(C)c2[N+](=O)[O-])cc1,5,39,-4,3,-32,3,29,-2
O=[N+]([O-])c1cccc(C=Nc2cc3c(cc2Br)OCCO3)c1,0,10,.,.,.,.,9,3
